Assay outcomes as filed in PubChem BioAssay.
BioA inh: inhibitors of Mycobacterium tuberculosis BioA enzyme; 360,000 tested, 0.096% active; AID 602481; purified M. tuberculosis BioA enzyme, plate reader; inhibition, % at 9.99 µM; in the data active means inhibition above about 40%; inconclusive means no clear call, values can overlap the other calls
Rv3671c protease: inhibits the M. tuberculosis serine protease Rv3671c; P9WHR9; inhibition, % at 5.96 µM; 320,000 tested, 0.048% active; AID 2606; in the data active means inhibition above about 38%;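 further: extracellular domain of Rv3671c used as enzyme; 0% = enzyme with DMSO and 100% = no enzyme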
Mtb UGM inh: blocks M. tuberculosis UGM enzyme; 320,000 tested, 0.06% active; AID 504406; inhibition, % at 10 µM; purified UGM, fluorescence polarization probe displacement; P9WIQ1; in the data active means inhibition above about 10%, passing the limit was not always enough; inconclusive means no clear call, values can overlap the other calls
Target sequence (P9WIQ1 whole entry, looked up): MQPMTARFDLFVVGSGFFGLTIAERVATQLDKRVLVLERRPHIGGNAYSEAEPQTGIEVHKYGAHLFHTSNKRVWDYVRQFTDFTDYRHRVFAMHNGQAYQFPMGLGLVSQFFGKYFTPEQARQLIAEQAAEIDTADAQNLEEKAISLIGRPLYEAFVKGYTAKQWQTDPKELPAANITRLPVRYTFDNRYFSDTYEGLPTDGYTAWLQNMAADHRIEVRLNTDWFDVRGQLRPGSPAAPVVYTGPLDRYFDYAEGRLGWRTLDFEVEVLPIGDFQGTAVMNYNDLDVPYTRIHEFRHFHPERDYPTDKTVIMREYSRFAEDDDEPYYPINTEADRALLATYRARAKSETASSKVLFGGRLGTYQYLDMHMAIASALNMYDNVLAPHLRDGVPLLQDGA
GDH-TPI counter: counter-screen for M. tuberculosis FBA inhibitors: GDH-TPI coupled enzymes; 360,000 tested, 1.2% active; AID 588335; GDH-TPI coupled enzyme counterscreen, NADH absorbance; inhibition, % at 4.8 µM;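 further: 0% = DMSO wells and 100% = wells lacking the enzyme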
MazF activator: activators of E. coli MazEF toxin-antitoxin RNase | P0AE70 | AID 504720 | activation, % at 20 µM | FAM/BHQ RNA-DNA oligo cleavage fluorescence, 5 h | 350,000 tested, 0.32% active; in the data active means activation above about 50%
Target sequence (P0AE70 whole entry, looked up): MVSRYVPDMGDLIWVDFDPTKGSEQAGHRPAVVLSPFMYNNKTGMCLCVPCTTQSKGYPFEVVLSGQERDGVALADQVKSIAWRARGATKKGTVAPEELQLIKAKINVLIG
CCHF vOTU inh: blocks the CCHF virus ovarian tumor domain protease; 370,000 tested, 0.55% active; inhibition, % at 11.5 µM; CCHFV vOTU protease, Pep-AMC fluorescence; AID 651958; further: 0% = vehicle wells with enzyme and 100% = no enzyme wells
BoNT F protease: BoNT F light chain protease inhibition. Multiplex microsphere protease cleavage assay, flow cytometry. inhibition, % at 10 µM. 360,000 tested, 0.22% active. AID 588497; in the data active means inhibition above about 35%, passing the limit was not always enough; inconclusive means no clear call, values can overlap the other calls; further: plate controls were buffer without enzyme for full effect and enzyme alone for no effect
FadD28 binding: M. tuberculosis FadD28 bisubstrate binding inhibition; FadD28 bisubstrate probe binding, fluorescence polarization; inhibition, % at 12.5 µM; 360,000 tested, 0.22% active; in the data active means inhibition above about 8.5%, passing the limit was not always enough; inconclusive means no clear call, values can overlap the other calls
VHR inh abs: DUSP3 (human) phosphatase inhibition; P51452; recombinant VHR phosphatase, pNPP absorbance; inhibition, % at 13.3 µM; 290,000 tested, 0.52% active; AID 1654; in the data active means inhibition above about 50%; further: some compounds called inactive have numbers as strong as hits
Target sequence (P51452 whole entry, looked up): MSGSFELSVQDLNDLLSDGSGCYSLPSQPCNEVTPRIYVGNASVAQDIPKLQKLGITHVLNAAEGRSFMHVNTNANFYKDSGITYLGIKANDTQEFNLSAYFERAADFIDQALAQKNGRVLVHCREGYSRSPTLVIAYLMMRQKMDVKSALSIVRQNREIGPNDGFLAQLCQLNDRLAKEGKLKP
Mtb FBA inh: Mtb fructose-bisphosphate aldolase inhibition; P9WQA3; purified M. tuberculosis FBA, fluorescence read-out; inhibition, % at 1 µM; 360,000 tested, 2.3% active; AID 588726; in the data active means inhibition above about 27%;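 further: 0% = vehicle and 100% = reference inhibitor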
Target sequence (P9WQA3 whole entry, looked up): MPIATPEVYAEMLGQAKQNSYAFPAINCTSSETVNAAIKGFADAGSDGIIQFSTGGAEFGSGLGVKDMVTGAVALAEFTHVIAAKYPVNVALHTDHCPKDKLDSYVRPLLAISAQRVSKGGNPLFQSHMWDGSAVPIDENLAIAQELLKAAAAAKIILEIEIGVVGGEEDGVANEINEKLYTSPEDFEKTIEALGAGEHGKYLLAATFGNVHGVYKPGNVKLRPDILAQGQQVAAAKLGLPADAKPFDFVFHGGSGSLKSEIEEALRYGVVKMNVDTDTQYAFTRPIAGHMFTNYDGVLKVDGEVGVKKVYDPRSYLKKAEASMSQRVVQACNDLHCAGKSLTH
* marks the source's active call; other numbers are inactive results. Unless noted, no stated cut-off is given here; in the data, active means inhibition above about 30%; inactive means the rest.

What do the screens show for `CCc1c(C)nc2ncnn2c1N1CCC(C(=O)NCc2cccc(OC)c2)CC1`?
BioA inh: 1.4; Rv3671c protease: -1.2; GDH-TPI counter: 11.3; MazF activator: 7.4; CCHF vOTU inh: -13.9; BoNT F protease: 2.9; FadD28 binding: -1.0; VHR inh abs: -11.2; Mtb FBA inh: -1.5

Results for CC(=O)c1c(C)n(CC2CCCO2)c2ccc(O)cc12 (stereo not given) ?
BioA inh: -0.6; Rv3671c protease: 6.8; Mtb UGM inh: -1.2; GDH-TPI counter: 3.3; MazF activator: 1.9; CCHF vOTU inh: -15.1; BoNT F protease: -12.6; FadD28 binding: -0.2; VHR inh abs: 20.4; Mtb FBA inh: 0.5

How did CCOc1ccc(NC(=O)CN(C)C(=O)c2cc(C)on2)cc1OCC do in these assays?
BioA inh: -0.7; Rv3671c protease: -5.5; Mtb UGM inh: 2.6; GDH-TPI counter: 10.0; MazF activator: -0.7; CCHF vOTU inh: 25.8; BoNT F protease: -3.5; FadD28 binding: -1.3; Mtb FBA inh: -0.6

Results for Cc1ccc(S(=O)(=O)NCC2CCC(C(=O)N3CCC4(CC3)OCCO4)CC2)cc1 (stereo not given) ?
BioA inh: 0.3; Rv3671c protease: 0.3; Mtb UGM inh: 0.5; GDH-TPI counter: 7.8; MazF activator: 1.5; CCHF vOTU inh: 13.4; BoNT F protease: -9.5; FadD28 binding: 2.1; VHR inh abs: 20.5; Mtb FBA inh: 10.3

How did O=C(Nc1cnc2sccn2c1=O)c1ccccc1Cl do in these assays?
BioA inh: 1.2; Rv3671c protease: -2.4; Mtb UGM inh: -0.5; GDH-TPI counter: 20.7; MazF activator: 1.3; CCHF vOTU inh: 4.4; BoNT F protease: 5.1; FadD28 binding: inconclusive; VHR inh abs: 18.8; Mtb FBA inh: 3.0

Results for O=S(=O)(CCc1nc2ccccc2o1)c1ccc(Cl)cc1 ?
BioA inh: -0.8; Rv3671c protease: 0.0; Mtb UGM inh: -0.3; GDH-TPI counter: 0.9; MazF activator: 3.4; CCHF vOTU inh: 9.1; BoNT F protease: 10.4; FadD28 binding: -0.3; VHR inh abs: -5.8; Mtb FBA inh: 1.9

How did NC(=O)CC(NC(=O)Cc1ccc(Br)cc1)c1ccc(NCCc2ccccc2F)c([N+](=O)[O-])c1 (stereo not given) do in these assays?
BioA inh: -1.0; Rv3671c protease: -24.4; Mtb UGM inh: -3.2; GDH-TPI counter: 6.0; MazF activator: 15.3; CCHF vOTU inh: -6.6; BoNT F protease: -11.7; FadD28 binding: 0.2; VHR inh abs: 7.2; Mtb FBA inh: -3.7

What do the screens show for `CCn1ccc(C(=O)Nc2ccc3c(c2)CCC3)n1`?
BioA inh: -0.5; Rv3671c protease: 2.9; Mtb UGM inh: -0.3; GDH-TPI counter: 9.1; MazF activator: -3.6; BoNT F protease: 1.2; FadD28 binding: -0.8; VHR inh abs: -5.6; Mtb FBA inh: -0.3

Results for Cc1cc(N2CCCC2)c(C)cc1C=O ?
BioA inh: 1.3; Rv3671c protease: -3.4; Mtb UGM inh: 0.8; GDH-TPI counter: 26.2; MazF activator: -21.7; CCHF vOTU inh: 3.7; BoNT F protease: -17.4; FadD28 binding: -4.2; VHR inh abs: 30.9; Mtb FBA inh: -3.2

What do the screens show for `O=C(COc1coc(CN2CCCc3ccccc32)cc1=O)Nc1ccc([N+](=O)[O-])cc1`?
BioA inh: 0.5; Rv3671c protease: -2.2; GDH-TPI counter: 10.8; MazF activator: 6.9; CCHF vOTU inh: 6.4; BoNT F protease: -7.2; FadD28 binding: -1.3; Mtb FBA inh: 6.8

What do the screens show for `Cc1c(OC(C(=O)O)c2ccccc2)ccc2c3c(c(=O)oc12)CCC3` (stereo not given)?
BioA inh: -1.7; GDH-TPI counter: 0.6; MazF activator: 2.3; CCHF vOTU inh: 14.0; BoNT F protease: 24.9; FadD28 binding: -0.3; VHR inh abs: 2.4; Mtb FBA inh: 7.4

What do the screens show for `O=C(c1ccccc1)N1CCCCC(Sc2nnc3ccccn23)C1=O` (stereo not given)?
BioA inh: 0.3; Rv3671c protease: 4.0; Mtb UGM inh: -1.5; GDH-TPI counter: 9.9; MazF activator: 2.1; CCHF vOTU inh: 4.6; BoNT F protease: -4.6; FadD28 binding: -1.4; VHR inh abs: 6.4; Mtb FBA inh: 2.4

Results for CC(C)(C)NC(=O)NC(=O)COC(=O)COc1ccc(Cl)cc1Cl ?
BioA inh: -0.4; Rv3671c protease: 3.7; Mtb UGM inh: 1.3; GDH-TPI counter: -0.3; MazF activator: 6.2; CCHF vOTU inh: 8.9; BoNT F protease: -10.3; FadD28 binding: -0.4; VHR inh abs: 21.7; Mtb FBA inh: 1.0

What do the screens show for `COC(=O)c1cn(NC(=O)c2ccc(OC)c([N+](=O)[O-])c2)c(=O)c2ccccc12`?
Rv3671c protease: -7.1; Mtb UGM inh: -0.4; GDH-TPI counter: 9.3; MazF activator: 7.8; CCHF vOTU inh: -5.5; BoNT F protease: 0.5; FadD28 binding: -0.4; VHR inh abs: -17.4; Mtb FBA inh: -1.1

Results for CCOC(=O)C(=O)N(CC)C1CCS(=O)(=O)C1 (stereo not given) ?
BioA inh: -2.5; Rv3671c protease: -5.9; Mtb UGM inh: 1.1; GDH-TPI counter: 0.0; MazF activator: -8.1; CCHF vOTU inh: 2.8; BoNT F protease: -3.6; FadD28 binding: -2.9; VHR inh abs: 16.6; Mtb FBA inh: -0.5

What do the screens show for `COc1ccccc1-c1coc2c(CN3CCN(C)CC3)c(O)ccc2c1=O`?
BioA inh: 1.8; Rv3671c protease: -0.2; Mtb UGM inh: -1.3; GDH-TPI counter: 21.9; MazF activator: -1.9; CCHF vOTU inh: -114.1; BoNT F protease: 7.6; FadD28 binding: -1.5; VHR inh abs: -7.9; Mtb FBA inh: 131.9*

How did COc1ccc(NC(=O)CSc2nnc(C)n2C2CCCCC2)cc1 do in these assays?
BioA inh: -0.7; Rv3671c protease: -10.6; Mtb UGM inh: -0.8; GDH-TPI counter: 6.0; MazF activator: 5.2; CCHF vOTU inh: 16.1; BoNT F protease: -5.2; FadD28 binding: -0.9; VHR inh abs: 1.4; Mtb FBA inh: -2.7

How did Cc1[nH]c2ccccc2c1/C=N\NC(=O)CNc1ccc2c(c1)OCO2 do in these assays?
BioA inh: -1.0; Rv3671c protease: -10.7; Mtb UGM inh: 1.2; GDH-TPI counter: 12.6; MazF activator: 5.1; CCHF vOTU inh: 1.4; BoNT F protease: -19.0; FadD28 binding: 0.7; VHR inh abs: -7.8; Mtb FBA inh: 2.0

How did Cc1cccc(NS(=O)(=O)c2ccc3c(c2)NC(=O)CC(=O)N3)c1 do in these assays?
BioA inh: -0.9; Rv3671c protease: 2.5; Mtb UGM inh: -0.9; GDH-TPI counter: -1.9; MazF activator: 1.7; CCHF vOTU inh: -5.2; BoNT F protease: -0.7; FadD28 binding: -2.2; VHR inh abs: 20.2; Mtb FBA inh: -1.2

How did COc1ccc(C2C(C(=O)NCc3ccccn3)c3cc(OC)c(OC)cc3C(=O)N2C)cc1 (stereo not given) do in these assays?
BioA inh: 0.0; Rv3671c protease: -7.0; Mtb UGM inh: -2.1; GDH-TPI counter: 2.3; MazF activator: -5.5; CCHF vOTU inh: 11.4; BoNT F protease: 10.1; FadD28 binding: -2.2; VHR inh abs: -0.2; Mtb FBA inh: 1.2

How did C[N+]12CCC(CC1)C(=C(c1ccccc1)c1ccccc1)C2 do in these assays?
Rv3671c protease: -3.9; Mtb UGM inh: 0.5; GDH-TPI counter: 4.9; MazF activator: -5.2; CCHF vOTU inh: -1.8; BoNT F protease: -6.6; FadD28 binding: -0.7; VHR inh abs: 10.5; Mtb FBA inh: -0.4

Results for O=C(CSc1ncc(-c2ccccc2)n1C1CCCC1)N1CCc2ccccc21 ?
BioA inh: 0.3; Rv3671c protease: -8.2; Mtb UGM inh: -2.6; GDH-TPI counter: -3.2; MazF activator: 0.2; CCHF vOTU inh: -12.3; BoNT F protease: -14.3; FadD28 binding: -1.2; VHR inh abs: 26.3; Mtb FBA inh: -1.4

How did O=C(CN1CCN(C2CCCCC2)CC1)c1c[nH]c2ccccc12 do in these assays?
BioA inh: 0.4; Rv3671c protease: -2.4; Mtb UGM inh: -1.0; GDH-TPI counter: 12.2; MazF activator: 9.2; CCHF vOTU inh: 7.2; BoNT F protease: -2.7; FadD28 binding: -1.4; VHR inh abs: 10.6; Mtb FBA inh: 2.0

Results for Cc1cc(C)cc(N(CC(=O)NC2CCCCC2)C(=O)CNC(=O)c2ccco2)c1 ?
BioA inh: -1.2; Rv3671c protease: 2.2; Mtb UGM inh: -0.5; GDH-TPI counter: -0.8; MazF activator: 4.1; CCHF vOTU inh: 14.4; BoNT F protease: -12.2; FadD28 binding: -1.2; VHR inh abs: 15.8; Mtb FBA inh: 1.3

Results for COc1ccccc1N(CN1CCCC1=O)C(=O)c1c(F)cccc1Cl ?
BioA inh: 1.5; Rv3671c protease: -1.8; Mtb UGM inh: -1.8; GDH-TPI counter: 3.4; MazF activator: -12.7; CCHF vOTU inh: -6.1; BoNT F protease: -2.4; FadD28 binding: -2.1; VHR inh abs: -20.3; Mtb FBA inh: 0.2

How did O=C(Nc1ccc(N2CCN(C(=O)c3cccs3)CC2)cc1)c1cccc(F)c1 do in these assays?
BioA inh: 1.8; Rv3671c protease: 4.4; Mtb UGM inh: 1.4; GDH-TPI counter: 1.1; MazF activator: -26.6; CCHF vOTU inh: 8.7; BoNT F protease: -42.9; FadD28 binding: -0.9; VHR inh abs: 8.5; Mtb FBA inh: 2.0

What do the screens show for `Cc1ccc(SSc2cc(C)ccc2N)c(N)c1`?
BioA inh: -1.0; Rv3671c protease: -0.2; Mtb UGM inh: 1.9; GDH-TPI counter: 20.6; MazF activator: -0.7; CCHF vOTU inh: 3.5; BoNT F protease: -11.4; FadD28 binding: -1.0; Mtb FBA inh: 3.3

What do the screens show for `Cc1ccc(C)c(C(C)NC(=O)Cc2cccs2)c1` (stereo not given)?
BioA inh: 0.1; Rv3671c protease: -3.3; Mtb UGM inh: 0.0; GDH-TPI counter: 9.6; MazF activator: 0.8; CCHF vOTU inh: 6.9; BoNT F protease: inconclusive; FadD28 binding: -1.5; VHR inh abs: 16.5; Mtb FBA inh: 2.6

Results for CCCN1C(=O)/C(=N\OCC(=O)NC23CC4CC(CC(C4)C2)C3)c2ccccc21 ?
BioA inh: 0.1; Rv3671c protease: -3.1; Mtb UGM inh: 0.4; GDH-TPI counter: 4.2; MazF activator: -6.0; CCHF vOTU inh: 8.6; BoNT F protease: -1.3; FadD28 binding: -1.8; VHR inh abs: 2.6; Mtb FBA inh: 0.3

What do the screens show for `Cc1ccc(-c2nn(C)c(=O)c3ccccc23)cc1CNC(=O)CN1CCOCC1`?
BioA inh: 2.7; Rv3671c protease: -3.4; Mtb UGM inh: 0.2; GDH-TPI counter: 8.2; MazF activator: -3.7; CCHF vOTU inh: 7.9; BoNT F protease: 6.0; FadD28 binding: -2.6; VHR inh abs: 1.8; Mtb FBA inh: 1.4

How did CCOc1cc(NC(=O)c2ccccn2)c(OCC)cc1NC(=O)c1ccc(Cl)cc1 do in these assays?
BioA inh: 1.4; Rv3671c protease: -5.8; Mtb UGM inh: -1.4; GDH-TPI counter: 9.6; MazF activator: 4.3; CCHF vOTU inh: -5.3; BoNT F protease: inconclusive; FadD28 binding: -2.9; VHR inh abs: 10.8; Mtb FBA inh: -4.0

What do the screens show for `CCCCS(=O)Cc1ccccc1` (stereo not given)?
BioA inh: 0.6; Rv3671c protease: -8.5; Mtb UGM inh: 1.7; GDH-TPI counter: -4.3; MazF activator: -0.8; CCHF vOTU inh: -0.3; BoNT F protease: -4.1; FadD28 binding: -3.2; VHR inh abs: 22.9; Mtb FBA inh: 1.6
